RXFP1 antag: blocks the human relaxin receptor RXFP1 | HEK293-RXFP1, relaxin-stimulated cAMP HTRF, 30 min; active compounds read low | AID 1259400 | 350,000 compounds, 0.59% hits | activity change, negative = inhibition, % at 57.5 µM;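 active = activity change of -60% or lower, but not beyond a set lower limit; inconclusive = change between -60% and -40%, or beyond the set limit; inactive = change above -40%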; also: % is scaled to controls: 0 for no effect and ±100 for the full control effect
D1 ag: activates the human D1 dopamine receptor | HEK293 T-REx D1 cells, calcium flux, agonist mode | activation, % at 2 µM | 360,000 compounds, 1% hits; also: 0% is about no effect
Target sequence (P21728 whole entry, looked up): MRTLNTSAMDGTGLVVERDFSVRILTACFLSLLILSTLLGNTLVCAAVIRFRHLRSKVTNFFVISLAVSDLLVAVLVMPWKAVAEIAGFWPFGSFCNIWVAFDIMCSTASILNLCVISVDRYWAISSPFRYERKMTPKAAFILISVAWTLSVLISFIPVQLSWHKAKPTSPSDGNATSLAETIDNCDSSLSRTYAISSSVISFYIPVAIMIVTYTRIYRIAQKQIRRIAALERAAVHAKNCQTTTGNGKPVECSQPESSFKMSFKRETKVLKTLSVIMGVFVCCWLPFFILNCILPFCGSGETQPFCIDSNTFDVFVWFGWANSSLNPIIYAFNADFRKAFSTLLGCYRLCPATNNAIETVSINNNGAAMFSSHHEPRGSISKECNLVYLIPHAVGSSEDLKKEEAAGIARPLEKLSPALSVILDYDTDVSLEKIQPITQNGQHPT
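Agonism was scored from calcium flux recorded over 180 s (1 read/s) after pintool compound addition, following a 10-cycle baseline. Cells were inducible force-coupled HEK293 TREx D1, plated overnight at 30 C and loaded with no-wash calcium dye.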
D2 agonist: activates the human D2 dopamine receptor; HEK293 T-REx D2 cells, calcium flux agonist mode; P14416; 340,000 compounds, 0.53% hits; activation, % at 2 µM; AID 485358;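 active = activation over 3 SD above normal in the single-dose calcium agonist read, cut at about 30% in these data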; also: 0% is about no effect
Target sequence (P14416 whole entry, looked up): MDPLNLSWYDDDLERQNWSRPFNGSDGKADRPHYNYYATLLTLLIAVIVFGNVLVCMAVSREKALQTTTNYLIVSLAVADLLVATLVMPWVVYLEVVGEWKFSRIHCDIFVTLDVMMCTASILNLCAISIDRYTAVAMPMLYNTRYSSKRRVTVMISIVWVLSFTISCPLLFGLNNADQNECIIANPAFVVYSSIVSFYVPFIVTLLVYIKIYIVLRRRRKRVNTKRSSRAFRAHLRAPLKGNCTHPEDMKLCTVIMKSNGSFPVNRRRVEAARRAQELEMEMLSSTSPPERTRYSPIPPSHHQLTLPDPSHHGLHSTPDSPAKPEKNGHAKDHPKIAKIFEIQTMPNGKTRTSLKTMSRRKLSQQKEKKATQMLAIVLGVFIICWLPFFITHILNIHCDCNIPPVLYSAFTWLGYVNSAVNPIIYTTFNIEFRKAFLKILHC
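Agonism is scored from calcium flux in a force-coupled, inducible HEK293 cell line expressing D2, read kinetically for 180 s after compound addition against dopamine controls.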
D1 antag: blocks dopamine activation of the human D1 receptor. P21728. HEK293 TREx D1 cells, calcium flux, dopamine EC80; active compounds read low. activity change, negative = inhibition, % at 10 µM. 360,000 compounds, 3.2% hits. AID 504652; in the data active = activity change below about -30%; also: % is scaled to controls: 0 for no effect and ±100 for the full control effect
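Inducible Hek293 Trex D1 cells (tetracycline, overnight, 30 C). Calcium dye 30–90 min RT. Antagonist mode: EC80 dopamine added after 180 s compound read.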
D1 potentiator: enhances dopamine response at the human D1 receptor; P21728; HEK293 TREx D1 cells, calcium flux, dopamine EC20 potentiation; potentiation, % at 10 µM; 360,000 compounds, 0.036% hits; AID 504651; in the data active = potentiation above about 30%; also: 0% is about no effect
TRHR agonist: agonists of human TRH receptor. TRHR cells, calcium flux fluo-8, FDSS agonist mode. activation, % at 2 µM. 360,000 compounds, 0.18% hits. AID 493084; also: 0% is about no effect
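TRHR-expressing cells, plated overnight in medium with 10% serum, were loaded with fluo-8 calcium dye at room temperature. After a 10 s baseline, library compound was pin-added and calcium release was recorded kinetically (ex 480/em 530) as agonist response.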
D2 PAM: positively modulates the human D2 dopamine receptor allosterically. P14416. 340,000 compounds, 0.34% hits. HEK293 T-REx D2, calcium flux, EC20 dopamine potentiation. potentiation, % at 10 µM;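 active = potentiation over 3 SD above the plate norm, cut at about 30% in these data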; also: 0% is about no effect
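Calcium flux readout, no-wash dye, 1 read/s. Inducible HEK293 Trex D2 line, overnight 30 C. Compound alone 180 s (agonist flags), then EC20 dopamine, another 180 s to score potentiation.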
D2 antagonist: antagonists of human D2 dopamine receptor. P14416. HEK293 TREx D2 cells, calcium flux, dopamine EC80. inhibition, % at 10 µM. 340,000 compounds, 2% hits. AID 485344; in the data active = inhibition above about 30%; also: 0% is about no effect
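Read-out: kinetic calcium fluorescence (1 cycle/s) in inducible HEK293 T-REx D2 cells after an EC80 dopamine addition that followed 180 s compound preincubation. Loss of the dopamine response indicates antagonism.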
TRHR enhancer: allosteric enhancers of human TRH receptor | P34981 | enhancement, % at 2 µM | TRHR cells, fluo-8 calcium fluorescence, EC20 TRH enhancement | 360,000 compounds, 0.66% hits; in the data active = enhancement above about 30%; also: 0% is about no effect
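TRHR-expressing cells loaded with fluo-8 calcium dye were read kinetically (ex 480/em 530) during compound addition, then stimulated with an EC20 of TRH (10 nM final). Enhancement of the Gq-mediated intracellular calcium response was scored.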
Numbers without * were called inactive; ? = inconclusive; / = no result given; & = joins results of further samples. Rule as the data show it, unless noted: active = activation above about 30%; inactive = the rest.

Structure	RXFP1 antag	D1 ag	D2 agonist	D1 antag	D1 potentiator	TRHR agonist	D2 PAM	D2 antagonist	TRHR enhancer
CCOc1ccc(C(=O)Nc2cccc(SC)c2)cc1	-7	1	0.3	2	-3	-0.7	-14	13	4
CCN(CC)C(=O)c1csc(Nc2ccc(C)cc2)n1	-10	-1	1.0	-13	-4	0.3	6	-1	-4
CN(C)C(=O)C12CCC(C)(c3nc4ccccc4nc31)C2(C)C (stereo not drawn)	3	1	-0.7	15	-6	-1.9	-6	17	4
Cc1ccc(Nc2c(-c3ccc(N4CCOCC4)cc3)nc3ncccn23)cc1	-7	1&1	0.4&-0.5	0&2	2&-5	1.1&-0.8	13&14	-11	-5&2
O=C(O)C1CSC2(c3ccc(F)cc3)CCC(=O)N12 (stereo not drawn)	10	8	/	-19	-10	0.7	/	/	2
Fc1ccc(/C=N/Nc2ccccn2)cc1	-5	0	-0.5	-8	-1	-0.3	10	-4	2
CCN(CC)CCN(C(=O)CN1C(=O)c2ccccc2C1=O)c1nc2cc3c(cc2s1)OCO3	-10	3	0.3	6	3	0.3	-13	5	-2
O=C(NC1CCCCC1)C(c1ccc(F)cc1)N(Cc1ccc2c(c1)OCO2)C(=O)c1cnsn1 (stereo not drawn)	0	3	1.1	0	-6	0.6	-17	5	-6
CCOC(=O)C1(Cc2ccc(OC)cc2)CCN(C(=O)c2cccc3nccnc23)CC1	10	1	/	-22	-4	-0.7	-18	/	-5
O=C(NCc1n[nH]c(=S)n1-c1ccc(Br)cc1)c1cccs1	-18	1	0.2	13	-1	-0.4	/	-9	1
CCN(CC)c1ccc(NC(=O)CN2C(=O)CSc3ncccc32)c(C)c1	/	0	1.3	7	/	-0.5	-2	-6	9
COC(=O)CN(c1ccccc1F)S(=O)(=O)c1ccccc1	0	3	-3.6	-5	-5	-0.9	-5	-10	-4
Cn1c(C(=O)N2CCC(C(=O)N3CCN(c4ccccc4)CC3)CC2)cc2sccc21	-8	2	1.5	-15	-6	-0.3	-15	/	0
COc1cccc(NC(=S)/C(=C(\[O-])c2cc(C)n(-c3ccccc3F)c2C)[n+]2ccc(N(C)C)cc2)c1	-7	3	-0.6	11	6	0.2	-4	3	8
N#Cc1c(C(F)(F)F)cc(-c2ccc(F)cc2)[nH]c1=O	-7	9	-0.3	-11	1	0.5	12	6	1
COc1ccc(C(=O)NC(=S)NCc2ccco2)cc1Br	-12	3	-0.9	4	-1	1.0	9	-11	2

Profiles as entered above.
`Cn1c(C(=O)N2CCC(C(=O)N3CCN(c4ccccc4)CC3)CC2)cc2sccc21` as listed: RXFP1 antag = -8; D1 ag = 2; D2 agonist = 1.5; D1 antag = -15; D1 potentiator = -6; TRHR agonist = -0.3; D2 PAM = -15; D2 antagonist = /; TRHR enhancer = 0
`CCN(CC)c1ccc(NC(=O)CN2C(=O)CSc3ncccc32)c(C)c1` as listed: RXFP1 antag = /; D1 ag = 0; D2 agonist = 1.3; D1 antag = 7; D1 potentiator = /; TRHR agonist = -0.5; D2 PAM = -2; D2 antagonist = -6; TRHR enhancer = 9
`N#Cc1c(C(F)(F)F)cc(-c2ccc(F)cc2)[nH]c1=O` as listed: RXFP1 antag = -7; D1 ag = 9; D2 agonist = -0.3; D1 antag = -11; D1 potentiator = 1; TRHR agonist = 0.5; D2 PAM = 12; D2 antagonist = 6; TRHR enhancer = 1

New compounds follow
Structure	RXFP1 antag	D1 ag	D2 agonist	D1 antag	D1 potentiator	TRHR agonist	D2 PAM	D2 antagonist	TRHR enhancer
Cc1cc[n+](-c2[nH]c(=O)sc2/C=N/N=C(\[O-])c2ccccc2)cc1C	-19	27	11	-2	-5	17	-1	13	-4
COC(=O)C1=C(C)N=C2SC(C#N)=C(N)N2C1c1cccc(OC)c1 (stereo not drawn)	5	4	-0.9	6	1	2.3	5	-9	1
Clc1ccc(-c2ccnc(Oc3cc(Cl)ccc3Cl)n2)cc1	8	11	-0.7	-11	-1	1.2	3	-16	-5
CCC(=O)C1=C(O)C(c2cccc(Oc3ccccc3)c2)CCC1=O (stereo not drawn)	4	6	-0.7	-16	-3	-0.2	6	5	-2
O=C(CCc1nnc(-c2ccccc2)o1)NCc1cc(F)ccc1F	3	1	0.6	-11	-7	-0.5	-5	8	3
Cc1ccccc1CN(CC1CCC(C(=O)O)CC1)C(=S)Nc1ccccc1F (stereo not drawn)	1	1	0.7	4	5	0.0	-4	10	0
O=C(Nc1cccc(C(=O)Nc2cccc(C(F)(F)F)c2)c1)c1ccc(=O)[nH]c1	-23	0	-0.6	-15	0	-0.2	-4	9	9
CC(C)c1ccccc1NC(=O)CSc1n[nH]c(=O)n1C1CC1	-1	2	0.0	-2	3	0.1	25	28	2
CCc1cccc(C)c1NC(=O)CCn1c(=O)c2cccn2c2ccccc21	-3	15	3.3	-13	1	0.1	-8	/	11
CCOc1ccc(NC(=O)CSc2oc(-c3ccco3)nc2S(=O)(=O)c2ccccc2)cc1	-21	3	-0.8	-4	-1	0.0	-11	/	-9
CCN1CCc2c(sc(NC(=O)c3ccc(C(=O)c4ccccc4)cc3)c2C(N)=O)C1	-10	16	74*	-14	-2	-1.3	-19	5	3
COc1ccc(CNC(=O)CC(c2ccc(OC)cc2)N2Cc3ccccc3C2=O)cc1 (stereo not drawn)	-11	1	-0.5	4	0	-0.1	-12	/	-2
CC(=O)c1cccc(NC(=O)N2CCC(c3ccc(C)cc3)C2)c1 (stereo not drawn)	3	0	-1.1	-22	-5	-1.2	6	-13	-2
CN(CC(=O)NCC1CCCCC1)CC(=O)Nc1ccc(F)cc1	-1	0	-0.1	-1	0	-0.4	8	11	4
CCOC(=O)c1ccc(N2CCOCC2)c(NC(=O)COCC(=O)O)c1	0	3	-1.2	6	-3	-1.4	1	-6	-2
CN(C)S(=O)(=O)c1cccc(NC(=S)N(CCC#N)Cc2cccnc2)c1	-4	4	2.0	-14	0	0.1	0	0	-2
CCN(Cc1nc2cc(Cl)ccc2c(=O)[nH]1)C(=O)COc1ccccc1Cc1ccccc1	-13	4	/	21	-1	0.7	/	/	5
CC(=O)NCC(=O)OCC(=O)Nc1ccc(C(C)=O)cc1	-4	5	-0.3	-31*	4	-0.8	14	-7	13
O=C(Cn1cc(/C=N/NC(=O)c2ccccc2Br)c2ccccc21)Nc1ccc(F)cc1	-7	3	0.9	-1	-7	0.3	5	-4	12
CNc1nc(Sc2ccccc2)cc(C(F)(F)F)n1	-14	3	0.6	-2	-7	-0.1	9	5	-1
Cc1ccc(-n2c(C)cc(C(=O)NS(=O)(=O)c3ccc(C)cc3)c2C)cc1	-1	1	-0.5	6	6	-0.1	9	-3	11
Cc1ccc(-c2ccc3nnc(SCC(N)=O)n3n2)cc1	-11	4	-1.2	16	2	1.4	-2	1	4
CN(C)c1ccc(C2/C(=C(/O)c3ccc(Br)cc3)C(=O)C(=O)N2C)cc1 (stereo not drawn)	7	1	-1.1	-9	-2	-0.1	1	20	3
COc1ccc(Nc2nc(C)c(-c3ccccc3)s2)cc1	?	3	18	12	-1	1.8	-12	2	1

Looked up by structure from the list above, two records:
Structure	RXFP1 antag	D1 ag	D2 agonist	D1 antag	D1 potentiator	TRHR agonist	D2 PAM	D2 antagonist	TRHR enhancer
COc1ccc(Nc2nc(C)c(-c3ccccc3)s2)cc1	?	3	18	12	-1	1.8	-12	2	1
Cc1ccc(-n2c(C)cc(C(=O)NS(=O)(=O)c3ccc(C)cc3)c2C)cc1	-1	1	-0.5	6	6	-0.1	9	-3	11

Other compounds follow.
Structure	RXFP1 antag	D1 ag	D2 agonist	D1 antag	D1 potentiator	TRHR agonist	D2 PAM	D2 antagonist	TRHR enhancer
CN(C)C(=S)SCC(=O)Nc1ccc(Cl)cc1Cl	0	2	-0.3	-23	-3	0.0	10	-13	0
O=C(Nc1cccnc1)c1ccc2c(c1)C(=O)N(CC1CCCO1)C2=O (stereo not drawn)	3	3	0.4	-5	-4	0.8	8	-26	9
COc1cc(CC(=O)Nc2ccc(S(=O)(=O)N(C)C)cc2)cc(OC)c1OC	-20	1	0.2	-2	-9	-0.8	5	-14	-2
O=C(Nc1cccc(Cl)c1)C1C2CCC3C(CCC21)C3(Cl)Cl (stereo not drawn)	-11	0	/	-3	-4	0.0	/	/	-4
O=C(CN(c1ccccc1)S(=O)(=O)c1ccccc1)N1CCOCC1	-1	2	-0.5	4	2	0.0	2	5	9
O=C(CSc1ccc2c(c1)OCCO2)Nc1cccc(S(=O)(=O)N2CCCCC2)c1	2	3	-1.3	-19	-7	-0.9	2	-2	-7
CCN(c1ccccc1)c1cc(C)nc2nc(C)nn12	/	0	-1.2	11	3	-0.8	-2	-9	-4
COc1ccccc1NC(=O)c1c(C)cc(=O)oc1C	-5	1	-0.5	-12	3	-0.3	15	-12	4
CCOC(=O)N1CCN(S(=O)(=O)c2cc(C)c(C)cc2C)CC1	5	2	-1.3	-10	-8	0.5	4	-4	-4
O=C(NC(=S)NNC(=O)c1ccccc1O)c1ccc([N+](=O)[O-])cc1	25	14	-1.7	1	3	-0.4	6	-6	5
Cc1ccc(NS(=O)(=O)c2ccc(C(=O)NCCCN3CCCC3=O)cc2)cc1C	-5	5	0.7	-7	5	0.1	8	-11	-1
Cc1ccc(S(=O)(=O)Nc2cc(-c3nn(C)c(=O)c4ccccc34)ccc2N2CCOCC2)cc1	18	1	-2.8	0	-4	-1.0	2	4	6
O=C(O)CCn1ccc2cc(S(=O)(=O)N3CCCCC3)ccc21	-18	2	-1.3	-15	0	-1.0	13	/	9
COc1cccc(/C=C2\SC(=S)N(CCC(=O)NNC(=O)c3ccccc3OC)C2=O)c1	-2	4	2.4	-22	/	0.4	2	-1	11
Cc1ccc(C)c(N2CCN(C(=O)Cn3ncn4cccc4c3=O)CC2)c1	6	11	0.3	10	-14	-0.4	15	10	-4

Assay outcomes: PubChem BioAssay, National Center for Advancing Translational Sciences (NCATS)

Random draw from the library (roughly 7.3% active in at least one column).
